HIF-2a inh – inhibitors of HIF-2a. 786-0 RCC cells HIF-2a reporter, luciferase luminescence, overnight. inhibition, % at 18.8 µM. 360,000 tested, 0.72% active. AID 624352;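 active means inhibition of the luminescence signal of 40% or more relative to plate controls, in a single-dose primary screen at 18.75 µM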
NR2E3 ag-1 – agonists of human nuclear receptor NR2E3 | Q9Y5X4 | GST-NR2E3/biotin-RetCOR TR-FRET, 1536-well | inhibition of corepressor binding, % at 4.78 µM | 320,000 tested, 0.12% active | AID 2300;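 active means percent inhibition above the cutoff of mean plus 3 SD of all tested compounds, set per screening campaign, cut at about 20% in these data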;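 further: 0% = DMSO wells and 100% = biotin wells as full block of FRET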
Target sequence (Q9Y5X4 whole entry, looked up): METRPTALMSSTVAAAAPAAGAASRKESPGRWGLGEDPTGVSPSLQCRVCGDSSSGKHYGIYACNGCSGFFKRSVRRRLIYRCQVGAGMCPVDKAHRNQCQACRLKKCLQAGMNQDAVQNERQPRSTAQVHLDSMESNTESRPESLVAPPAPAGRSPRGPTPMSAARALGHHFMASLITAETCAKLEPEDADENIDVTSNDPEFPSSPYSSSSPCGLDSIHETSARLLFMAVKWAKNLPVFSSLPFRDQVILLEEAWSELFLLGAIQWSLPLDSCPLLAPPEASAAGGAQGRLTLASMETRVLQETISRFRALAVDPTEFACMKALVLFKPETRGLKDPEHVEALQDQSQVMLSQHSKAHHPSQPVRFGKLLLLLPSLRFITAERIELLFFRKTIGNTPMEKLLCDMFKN
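Material – GST-tagged NR2E3 plus biotinylated RetCOR corepressor · Quantity – NR2E3 fusion 1.35 nM · Times – 5 h incubation at 4 °C · Medium – pH 7.5 Tris-based buffer · Technique – TR-FRET, Eu(K)-anti-GST donor, streptavidin-D2 acceptor, ex 340, em 617/671 nm · Benchmarks – high control biotin, low control 0.6% DMSO · Format – 1536-well plates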
iPSC survival up – increases survival of single human iPS cells; hiPSC single-cell survival, ATPlite luminescence; 100% = ROCK inhibitor wells, 0% = DMSO; survival enhancement, % at 20 µM; 360,000 tested, 0.044% active; AID 602274; in the data active means survival enhancement above about 18%;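 further: cells exposed to compounds for 16 hours before the ATP read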
MITF TRPM1 inh – reduces MITF-dependent TRPM1 promoter luciferase signal | 330,000 tested, 0.83% active | inhibition, % at 12.5 µM | SK-MEL-5 TRPM1 promoter luciferase, 24 h;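 active means mean inhibition across replicates of 60% or more, whatever share of single replicates reaches that level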; further: values of inactives mirror those of a sister screen read the other way
NR2E3 ag-2 – activates human NR2E3 receptor; inhibition of corepressor binding, % at 3.98 µM; AID 602229; Q9Y5X4; 360,000 tested, 0.35% active; CHO-S Gal4-NCOR/VP16-NR2E3 two-hybrid, luciferase;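 active means inhibition above the mean of all tested compounds plus 3 SD, cut at about 70% in these data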;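 further: 0% = DMSO with NR2E3 transfected cells and 100% = cells lacking NR2E3 construct; higher means lower luciferase signal from less NR2E3 corepressor binding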
Peg3 prom inh – inhibitors of Peg3 promoter. HeLa PEG-Prom luciferase reporter, luminescence, overnight. inhibition, % at 20 µM. 360,000 tested, 1.7% active. AID 588405;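 active means inhibition of at least 50% at 20 µM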
aDG glyco up – alpha-DG glycosylation activation; Pro5-aDG cells, alpha-DG glycosylation AlphaScreen (IIH6); 0% Pro5, 100% B10-LARGE cell signal; AID 624168; 360,000 tested, 0.22% active; activation, % at 10 µM;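 active means activation of at least 8% versus controls, or a plate z-score of at least 8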;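 further: Pro5 are CHO cells carrying HIG-tagged alpha-DG that lacks glycosylation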
Exocytosis inh – lytic granule exocytosis inhibition. 360,000 tested, 0.66% active. TALL-104 LAMP-1 surface exposure, flow cytometry; cells stimulated with thapsigargin and PMA. inhibition, % at 10 µM;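 active means inhibition above about 55%, limit read from the data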
CaV13 FRET inh – Disruptors of the CACNA1D IQ motif to Ca2+-dependent inactivation inhibitor domain association, primary screening, Förster resonance energy transfer in intact living … | AID 743397 | 340,000 tested, 0.098% active | HEK cells, CFP/YFP FRET ICDI-IQ, plate reader, 10 min; percent FRET-ratio fall versus neutral wells | inhibition, % at 12.3 µM;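 active means mean replicate inhibition of at least 30% and at least 1% of replicates passing that level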;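 further: 0% = median of the neutral control wells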
PDI inh – inhibitors of human protein disulfide isomerase; 350,000 tested, 0.052% active; PDI insulin aggregation turbidity, A650, 90 min; inhibition, % at 10 µM;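 active means mean inhibition across replicates of 30% or more, whatever share of single replicates reach that level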;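 further: absorbance from insulin aggregation driven by PDI reduction with DTT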
Target sequence (P07237 whole entry, looked up): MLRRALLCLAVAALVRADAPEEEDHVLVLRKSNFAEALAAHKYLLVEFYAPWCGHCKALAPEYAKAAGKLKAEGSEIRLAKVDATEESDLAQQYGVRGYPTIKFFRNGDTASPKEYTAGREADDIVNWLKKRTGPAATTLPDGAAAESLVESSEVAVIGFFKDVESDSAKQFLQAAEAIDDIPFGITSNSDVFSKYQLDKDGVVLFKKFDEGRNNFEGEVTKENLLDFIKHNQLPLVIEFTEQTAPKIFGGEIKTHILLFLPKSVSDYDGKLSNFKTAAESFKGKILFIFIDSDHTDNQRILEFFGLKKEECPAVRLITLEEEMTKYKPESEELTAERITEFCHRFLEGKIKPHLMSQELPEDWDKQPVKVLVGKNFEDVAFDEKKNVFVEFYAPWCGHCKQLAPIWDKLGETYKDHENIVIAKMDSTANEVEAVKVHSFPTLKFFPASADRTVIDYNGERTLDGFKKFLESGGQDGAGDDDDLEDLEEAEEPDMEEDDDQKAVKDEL
Vif imaging – HIV Vif inhibition; HEK293T cells, Vif self-association by quenched fluorescence, imaging, 24 h; 340,000 tested, 0.35% active; inhibition, % at 7.49 µM; in the data active means inhibition above about 50%, passing the limit was not always enough; further: some results filed as inactive read as strong as hits
The depositor's hits bear a star; nt = no result given; & = joins results of further samples.

cpd	SMILES	HIF-2a inh	NR2E3 ag-1	iPSC survival up	MITF TRPM1 inh	NR2E3 ag-2	Peg3 prom inh	aDG glyco up	Exocytosis inh	CaV13 FRET inh	PDI inh	Vif imaging
1	C/C(=N\Nc1ccccc1)c1c(O)n(Cc2ccccc2)c(=O)[nH]c1=O	15	-1	0.0	6	-5	26	0.0	10	-5	10	0
2	CCOC(=O)c1c(C)n(CCN2CCN(C)CC2)c2ccc(OC)cc12	11	3	-1.5	-1	-20	1	-0.1	-2	nt	-8	-4
3	CCOC(=O)C1=C(N)Oc2cc(C)oc(=O)c2C12C(=O)N1c3c(cccc32)C(C)=CC1(C)C (stereo not given)	-8	3	0.9	9	-19	-1	0.0	2	-3	6	-10
4	OC(CC#CCN1CCCCCC1)(c1ccccc1)C1CCCC1 (stereo not given)	7	-1	-0.5	-2	4	3	0.3	15	-4	2	3
5	COc1cc(/C=N/NC(=O)Cn2c([N+](=O)[O-])cnc2C)ccc1OC(=O)N(C)C	-3	1	0.9	7	-1	5	-0.2	-4	-7	7	nt
6	O=C1NC(=S)N(c2ccc(F)cc2)C(=O)/C1=C\c1ccoc1	19	nt	1.0	10	-26	5	-0.1	-4	nt	4	4
7	COC(=O)C1=C(c2cccc(C#N)c2)C[C@@H]2CC[C@H]1N2C(=O)NC1CC1	9	2	5.4	-7	5	9	0.0	-3	-1	6	-6
8	COc1cc2c(cc1OC)C(C(=O)NCCC(C)C)C1CCCCN1C2=O (stereo not given)	-40	1	0.1	1	-53	-57	-0.2	0	-4	13	3
9	Cc1[nH]c2ccc(OCc3ccccc3)cc2c1CCN	-2	0	-0.3	1	-11	7	0.1	6	-5	0	-8
10	Fc1ccc2c(c1)nnn2C1CCN(Cc2c(Cl)cccc2Cl)CC1	14	5	-1.7	0	4	25	-0.2	-1	nt	0	-18
11	C[C@]12CCC3=C4CCC(=O)C=C4CC[C@H]3C1CC[C@@H]2O (stereo not given in full)	10	-5	1.0	21	11	48	0.0	-7	-3	-5	4
12	COC(=O)C1=C(c2ccc(OCc3ccccc3)cc2)C[C@@H]2CC[C@H]1N2C(=O)NCc1ccc2[nH]ccc2c1	10	nt	-3.0	nt	-23	21	-0.4	9	-5	-3	-4
13	Cn1cc(C(=O)OCC(=O)NC2(C#N)CCCC2)c2ccccc21	-3	1	-1.9	1	15	5	-0.1	-1	-17	1	nt
14	O=c1[nH]c(O)c(N=Nc2cccc(S(=O)(=O)N3CCOCC3)c2)c(=O)[nH]1	14	6	0.0	1	-16	14	-0.4	-3	-5	7	-3
15	CC(=O)N1CN2CN(C(C)=O)CC(C(=O)c3ccc(Br)cc3)(C2)C1	9	1	-1.9	9	-7	7	0.1	-1	nt	0	4

The closing 2 entries of the part above open the next one.
cpd	SMILES	HIF-2a inh	NR2E3 ag-1	iPSC survival up	MITF TRPM1 inh	NR2E3 ag-2	Peg3 prom inh	aDG glyco up	Exocytosis inh	CaV13 FRET inh	PDI inh	Vif imaging
14	O=c1[nH]c(O)c(N=Nc2cccc(S(=O)(=O)N3CCOCC3)c2)c(=O)[nH]1	14	6	0.0	1	-16	14	-0.4	-3	-5	7	-3
15	CC(=O)N1CN2CN(C(C)=O)CC(C(=O)c3ccc(Br)cc3)(C2)C1	9	1	-1.9	9	-7	7	0.1	-1	nt	0	4
16	COc1ccc(OC)c(C2=NOC(C(=O)N3CCC4(CC3)OCCO4)C2)c1 (stereo not given)	-10	4	-0.1	-2	-6	-2	0.1	2	-10	3	-7
17	CC1CCN(C(CC(=O)c2ccccc2)C(=O)c2ccccc2)CC1 (stereo not given)	-143	nt	-0.5	3	-135	105*	0.5	3	-2	19	17
18	CCOC(=O)[C@]12Cc3c(cc(OC)c(OC)c3OC)[C@H]1N(C1CCCCC1)C(=O)c1ccccc12	76*	nt	-1.8	nt	23	nt	-0.2	63*	-6	nt	nt
19	Clc1ccc(OCC#CCN2CCOCC2)cc1	-89	1	-0.6	-28	-18	-48	0.4	-2	-6	1	-12
20	C[N+](C)(C)CC#CCOC(=O)Nc1cccc(Cl)c1	-3	2	-0.6	0	-15	84*	0.1	1	-5	9	-15
21	CC(Cc1ccccc1)NC=O (stereo not given)	11	-2	-1.8	0	-24	-3	0.0	-3	nt	nt	12
22	NCC(CC(=O)O)c1ccc(Cl)cc1 (stereo not given)	16	0	7.8	3	-8	-9	-0.3	2	nt	8	nt
23	COC(=O)C1=C(c2ccccc2OCc2ccccc2)C[C@@H]2CC[C@H]1N2C(=O)NCCOc1ccc(OC)cc1	16	3	-2.6	2	-50	16	-0.1	-4	-5	2	-6
24	CCC1(OC(=O)c2ccccc2)CC(C)N(C)CC1C (stereo not given)	13	-2	0.1	17	12	8	0.1	-2	-2	1	-3
25	CCN(CC)CCCNC(=O)c1c(O)c2ccccc2n(Cc2ccccc2)c1=O	5	-1	-2.3	-4	-13	54*	1.3	17	-1	3	-4
26	O=C(CNC(=O)c1ccccc1Cl)Nc1ccc(Br)cc1C(=O)c1ccccc1	25	-1	-0.9	3	-20	31	0.0	5	-16	11	0
27	COc1ccccc1CN1CCN(C(=O)COc2ccc3ccccc3c2)CC1	-1	-4	0.1	-1	18	-8	-0.1	-10	-3	-5	-1
28	O=C1NC(=S)N(c2ccc(F)cc2)C(=O)/C1=C/c1ccccc1O	0	-1	0.8	8	-3	22	0.0	-5	-3	6	-15
29	C[C@H]1CC[C@@H]2N(C1)C[C@H]1[C@@H]3C[C@H]4[C@@H](CC(=O)[C@H]5C[C@@H](O)CC[C@@]54C)[C@@H]3CC[C@H]1[C@]2(C)O	14	-1	-0.5	4	-5	8	-0.1	4	-20	-14	-14
30	COP(=O)(OC)/C(C=O)=N/Nc1ccc([N+](=O)[O-])cc1	2	0	-0.3	5	-10	-9	0.0	-1	-3	2	0
31	Cc1nc2nc(SCC(=O)N3CCC4(CC3)OCCO4)nn2c(C)c1Cc1ccccc1	9	1	-2.1	2	-22	11	-0.2	2	-5	0	21
32	N=Cc1c(O)n(-c2ccc(C34CC5CC(CC(C5)C3)C4)cc2)c(=O)[nH]c1=O	-12	-1	0.9	-11	37	-26	0.0	-2	-5	-22	3
33	O=c1[nH]c(N2CCN(Cc3ccc4c(c3)OCO4)CC2)nc2c1CCC2	22	4	2.4	16	-7	9	0.2	0	-5	-8	-8
34	CN1C(=O)C(=Cc2coc3ccccc3c2=O)C(=O)N(C)C1=O	6	1	-0.2	7	-8	13	-0.2	0	-3	-3	-2
35	COc1ccc(CCNCc2ccccc2F)cc1OC	6	3	-1.4	1	13	18	0.0	-4	-5	-7	-44
36	COc1cc(CNCCc2ccc3c(c2)OCO3)ccc1O	24	3	-0.7	8	6	15	0.0	4	15	-2	-2
37	CCOP(=O)(OCC)/C(C#N)=C/c1ccc(Br)cc1	13	-1	-0.2	-4	-10	9	0.0	16	-17	-10	-1
38	COc1ccc(CCn2c(O)c(C=NCCN3CCCCC3)c(=O)[nH]c2=O)cc1OC	5	4	1.5	-14	-4	4	-0.3	-5	-5	3	-9
39	CCOC(=O)c1sc(/N=C/c2c(O)n(-c3cccc(C)c3)c(=O)[nH]c2=O)c(C#N)c1C	-6	-2	0.5	3	-10	33	0.1	-4	-6	9	-5
40	CN1CCN(c2ncnc(Cl)c2N)CC1	7	nt	0.0	4	-13	9	-0.3	14	-5	1	4
41	CCOC(=O)N1CCC(NC(=O)CCc2nc(C3=CCN(C)CC3)no2)CC1	11&7	10	2.3&2.8	4&0	10&-26	1&-2	-0.3&0.0	6&-2	-6	1&0	4&-11
42	COC(=O)C1=C(c2ccc(-c3ccccc3)c(F)c2)C[C@@H]2CC[C@H]1N2C(=O)NCCOc1ccccc1Cl	16	3	-2.1	-4	-1	27	-0.1	-2	-10	20	-2
43	CN1/C(=C\C=C2C(=O)NC(=S)NC2=O)C(C)(C)c2ccccc21	-4	nt	-1.5	11	4	14	0.2	-1	-5	-1	-2
44	CC12CCC3c4ccc(OC(=O)N(CCCl)CCCl)cc4CCC3C1CCC2O (stereo not given)	2	nt	-1.4	11	-11	-10	0.8	-4	-6	8	-2
45	CC12CN3CC(C)(CN(C1)C3c1cccs1)C2O (stereo not given)	5	3	-0.2	3	5	-14	-0.2	10	-4	-3	22
46	CCN(CCCl)Cc1ccccc1Br	7	2	0.9	-7	5	6	0.1	-6	-5	-3	4
47	COc1nc(NCC2CCCO2)nc(N2CC3CC(C2)c2cccc(=O)n2C3)n1 (stereo not given)	9	1	-0.4	0	-5	10	-0.2	-4	-2	4	-2
48	COc1ccc(C(c2nnnn2-c2ccc(OC)cc2)N2CCC3(CC2)C(=O)NCN3c2ccccc2)cc1 (stereo not given)	6	nt	-1.8	nt	-36	31	-0.2	5	-5	nt	4
49	CCn1c(O)c(/C=N/N2CCOCC2)c(=O)n(CC)c1=S	26	0	0.4	4	27	-6	-0.3	-3	-1	0	26
50	Cn1c(O)c(C(=O)c2ccccc2F)c(=O)n(C)c1=O	12	-4	-0.9	11	-16	9	-0.3	-5	-5	1	22
51	OC(CN1CCOCC1)c1csc2ccccc12 (stereo not given)	21	2	-0.5	-2	-5	10	0.1	-1	-4	-57	-7
52	COc1ccc2c(c1OC)C(=O)O[C@@H]2[C@H]1c2cc3c(cc2CCN1C)OCO3	9	4	4.5	-14	1	13	0.3	-6	-5	8	-10
53	CN(C)C(=O)Oc1ccc(-c2nnco2)cc1	-17	-1	-0.1	1	6	-14	-0.1	-3	-2	nt	-6
54	CCN1CCN(Cc2ccc(C)cc2)CC1	25	1	2.3	8	-16	-1	0.1	-3	-6	22	11
55	CN1CCN(Cc2cc(=O)n3ccsc3n2)CC1	7	nt	-0.4	-5	-23	25	-0.2	-2	-5	8	-7
56	O=C(CCC(=O)N1C[C@H]2C[C@@H](C1)c1cccc(=O)n1C2)NCc1ccccc1C(F)(F)F	8	1	1.2	0	6	7	0.1	-3	nt	nt	-4
57	CC1=NNC(=O)C1Br (stereo not given)	6	nt	-3.1	10	1	2	-0.2	-2	-5	1	-8
58	Cc1ccc(Cc2c(C)nc3nc(SCC(=O)N4CCC5(CC4)OCCO5)nn3c2C)cc1	16	3	-2.7	-3	1	11	-0.1	-1	nt	4	3
59	CC(=Nc1ccc(F)cc1)c1c(O)n(C)c(=O)[nH]c1=O	17	2	-0.1	-3	-2	10	-0.1	-6	-21	-5	8
60	CN1C(=O)C(Cc2ccc(OCc3ccccc3)cc2)C(=O)N(C)C1=O	-100	1	-0.6	-71	-65	-135	0.1	-3	-3	-5	-4
61	CN1CC(C#N)C2(O)c3ccccc3CCC2C1 (stereo not given)	18	3	1.1	10	-13	11	-0.1	-4	10	-4	-2
62	C[C@]12CCC3C(C1CCC2=O)[C@H](O)C[C@H]1C[C@@H](O)CC[C@]31C (stereo not given in full)	15	nt	0.1	1	-10	4	0.3	-3	-6	1	7
63	O=C1CC(N2CC2)C(=O)N1c1ccccc1 (stereo not given)	-9	nt	-1.3	nt	-26	6	0.0	3	-7	8	-2

Bioassay records deposited in PubChem BioAssay by several laboratories.

Not all compounds are listed, so the mix of outcomes need not match the whole.
